Screens from PubChem BioAssay.
UDG counter: UDG inhibition counter-screen. FRET deamination/UDG coupled assay, UDG read, 4 h. Potency, µM (doses to about 115 µM), for inactives: at the highest dose activity change, negative = inhibition, usual class: inhibitors. 0.14% of 91,000 active; further: nearly all actives have a fitted effect of over 65% in size
AID inh: blocks human AID cytidine deaminase activity. Q9GZX7. AID deamination FRET fluorescence, UDG-coupled, 4 h. Potency, µM (doses to about 115 µM), for the others: at the highest dose activity change, negative = inhibition, hits mostly inhibitors. 0.32% of 91,000 active. AID 1347428; further: nearly all actives have a fitted effect of over 25% in size
Target sequence (Q9GZX7 whole entry, looked up): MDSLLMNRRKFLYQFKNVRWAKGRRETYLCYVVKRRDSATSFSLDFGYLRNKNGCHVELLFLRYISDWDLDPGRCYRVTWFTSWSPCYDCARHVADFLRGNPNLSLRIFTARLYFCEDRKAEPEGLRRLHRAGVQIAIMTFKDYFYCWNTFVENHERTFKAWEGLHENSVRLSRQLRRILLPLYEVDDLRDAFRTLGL
Starred values were filed as active, the others as inactive; ? = inconclusive; [ ] = another dose, or the depositor's remark. The call rests on the fitted dose curve; in most records, active means well fitted curve in the direction sought with a large enough effect; inconclusive means small, poorly fitted or top-dose-only effect, or another doubt; inactive means no such curve, though single readings can be large; an effect the other way counts as inactive or inconclusive. On the % scale 0 is the no-effect control and ±100 the full control effect; potency means the concentration at half of the fitted maximal effect. Only part of the results is shown; the hit share may differ from the screen's.

Every second line gives: UDG counter | AID inh
> Cc1cc2n(CC(O)COc3ccccc3)c(=O)c3ccccc3n2n1 (stereo not given)
  -1.8% | -13.1%
> Cc1ccc(-c2nc(CS(=O)(=O)CC(=O)NCCc3ccccc3)c(C)o2)cc1
  10.7% | -4.2%
> CN(C(=O)C(=O)Nc1ccc2nc3n(c(=O)c2c1)CCCCC3)c1cccc(C(F)(F)F)c1
  -6.3%[57.5 µM] | -10.9%
> Cc1cccc(NC(=O)c2ccc3nc(CCc4ccccc4)oc3c2)c1C
  18.4% | -12.8%
> OCCCn1c(-c2ccc(F)cc2)csc1=Nc1ccc(F)cc1
  ? | -20.0%
> Cc1cc2nc(COC(=O)c3cccc(NC(=O)c4ccc(C(C)(C)C)cc4)c3C)cc(=O)n2o1
  3.9% | 3.0%
> Cc1ccc(C(CNC(=O)c2oc3ccc(F)cc3c2C)N(C)C)o1 (stereo not given)
  3.7% | -7.0%
> COc1ccc(C2=C(N3CCN(c4cc(Cl)ccc4C)CC3)c3ccccc3C2=O)cc1
  ? | ?
> O=C(O)c1ccc(/C=C/C(=O)c2ccccc2C(=O)O)cc1
  2.6% | 7.1%
> Cc1cc(C(=O)CN(C)Cc2ccc3c(c2)OCO3)c(C)n1C(C)C
  -0.1% | 8.3%
> CCOC(=O)c1c(S(=O)(=O)N2CCCC(C(=O)N3CCN(c4cc(C)ccc4C)CC3)C2)c(C)n(C)c1C (stereo not given)
  -12.3% | -20.4%
> Cc1cccc(N2CCN(C(=O)c3cccn4c(=O)c5cc(Cl)ccc5nc34)CC2C)c1 (stereo not given)
  -8.8% | 78.5%[activator]
> COc1cc(C=Nc2ccc(C)c(I)c2)ccc1OC(C)=O
  3.9% | -7.1%
> COc1ccc(-c2onc(C)c2C)cc1S(=O)(=O)N1CCN(c2cc(C)ccc2C)CC1
  4.4% | 2.3%
> Fc1ccc(CNC(=S)NCc2cccs2)cc1
  -0.4% | -6.7%
> Cc1ccc(OCCSc2nnc(COc3ccc(Cl)cc3)n2C)cc1
  -13.9% | -19.4%
> CC(C)c1ccc(SCc2nc3c(c(=O)[nH]c(=O)n3C)n2C)cc1
  7.4% | -5.6%
> CCCCCNc1nc(CC)c2c(c1C#N)CCCC2
  -0.4% | -13.7%
> O=C(CCCC(=O)OCC(=O)c1cccc([N+](=O)[O-])c1)Nc1cc(C(F)(F)F)ccc1Cl
  -4.1% | 1.3%
> Cc1sc(-c2cccc(O)c2)nc1-c1ccccc1
  -4.0% | 2.3%
> CCc1ccc2c(c1)NC(c1ccc(C)o1)=NC(c1ccc(F)cc1)=N2
  -11.7% | -16.4%
> COc1ccc(CCNC(=O)CCn2c(=O)c3ccccc3n(CC(=O)Nc3ccc(C)cc3C)c2=O)cc1OC
  -1.2% | 5.3%
> CCCS(=O)(=O)c1nc(S(=O)(=O)c2ccc(Cl)cc2)c(NCC(C)C)s1
  -2.0% | -3.9%
> Cc1ccc(-c2nc3ccc(C)cc3c(C(=O)O)c2C)cc1
  9.6% | 7.8%
> O=[N+]([O-])c1ccc(C(c2sc3nc(-c4ccco4)nn3c2O)N2CCN(c3cccc(Cl)c3)CC2)cc1 (stereo not given)
  15.9% | -12.1%
> CCOc1ccc(NC(=O)N2CCC(C(N)=O)(N3CCCCC3)CC2)cc1
  -12.0%[57.5 µM] | 3.9%
> Cc1ccc(OCC(=O)Nc2nnc(SCc3cc(=O)c4ccccc4[nH]3)s2)cc1
  -11.1%[57.5 µM] | -7.3%
> O=C(COC(=O)c1cccs1)c1ccc(OC(=O)c2ccccc2)cc1
  -2.0% | 7.5%
> O=C(OC1C=CC2COC1O2)c1ccccc1 (stereo not given)
  12.2% | 10.2%
> CC1CCN(CCCNC2CCCCCC2)CC1
  -3.2% | 17.6%
> CCOC(=O)c1[nH]c(C)c(CCC(=O)NCc2ccc(CC)cc2)c1C
  -9.9% | -9.8%
> COC(=O)c1sc2cccc(F)c2c1S(=O)(=O)NC(C)c1ccccc1 (stereo not given)
  ? | 8.1%
> CCOc1ccc(NC(=O)CC2C(=O)N(c3ccc(F)cc3)C(=O)N2CCc2sccc2C)cc1 (stereo not given)
  1.4% | -3.6%
> O=C(N/N=C/c1ccccn1)c1cc[n+]([O-])cc1
  -0.8% | 3.4%
> CCc1ccc(CN(Cc2ccco2)C(=O)c2cc(-c3ccc(Cl)cc3)on2)cc1
  25.4% | -3.0%
> NC(=O)C1CCN(Cc2cccc(C(F)(F)F)c2)CC1
  2.9% | -2.8%
> CCc1c(C)sc(NC(=O)c2ccc(Cl)s2)c1C#N
  -0.3% | 7.8%
> CCOc1ccc(-c2cc(C(=O)OC)c3cc(C)ccc3n2)cc1
  8.1% | 5.1%
> COC(=O)c1ccccc1NC(=O)c1cnc2c(-c3cccc(C)c3)c(C)nn2c1C
  78.3%[activator] | -6.4%
> O=C(CSc1nnc2ccc(-c3ccncc3)nn12)NC1CCCCC1
  -2.9% | -6.2%
> CCCOc1cccc(C(=O)Nc2ccc(OCCC)c3ncccc23)c1
  -4.6% | -0.7%
> Cn1c(=O)c2c(nc(NCCc3ccccc3)n2CC(=O)O)n(C)c1=O
  2.4% | 0.7%
> NC(=O)c1ccccc1NC(=O)C1(c2ccccc2)CCCC1
  1.6% | -0.6%
> N#Cc1ccc(/C=N/NC(=S)NCc2ccccc2)cc1
  -9.4% | 0.3%
> Cc1ncc(-c2ccc(S(=O)(=O)N3CCN(c4cc(Cl)ccc4C)CC3)cc2)o1
  -8.4% | -8.4%
> COCCCNC(=O)Nc1cc(C(=O)NCc2ccc(OC)cc2)ccc1N1CCCC1
  -7.5% | 7.3%
> CCOc1ccc(CN(C(=O)c2cc(=O)c3cc(Cl)c(C)cc3o2)C2CCS(=O)(=O)C2)cc1 (stereo not given)
  4.5% | -1.9%
> CC(=O)c1c(C)[nH]c(C(=O)C(C)Oc2ccc(F)c(F)c2)c1C (stereo not given)
  5.5% | -10.2%
> C(#CCN1CCN(CC#CCOCc2ccccc2)CC1)COCc1ccccc1
  -5.9% | -7.1%
> CCCNc1c(NC(=O)Nc2ccc(C)c(Cl)c2)c(=O)oc2ccccc12
  0.6% | -3.0%
> Cc1ccc2c(c1)C(c1ccc(F)cc1)N(C(=O)COc1ccc(Cl)cc1Cl)CC(=O)N2 (stereo not given)
  ? | ?
> CCc1ccc(S(=O)(=O)c2nnn3c2nc(N2CCC(C(N)=O)CC2)c2cc(Cl)ccc23)cc1
  -14.4% | 25.1µM*
> CC(C)(C)c1cc2cc(C#N)ccc2[nH]1
  2.7% | -3.0%
> Cc1cccc(Nc2nc(Nc3cccc(C)c3)nc(N3CCOCC3)n2)c1
  -16.3% | -27.2%
> COc1cc(OC)cc(C(=O)Nc2cc3c(cc2N2CCCC2)n(C)c(=O)c(=O)n3C)c1
  3.6% | 173.5%[activator]
> CC(=O)c1ccc(NC(=O)CN(C)S(=O)(=O)c2cccc3nsnc23)cc1
  -5.0% | 1.0%
> CCc1cc2c(cc3c(=O)n(CC(=O)NCCc4ccc(OC)c(OC)c4)ncn32)s1
  -1.7% | -6.4%
> Cc1ccc(-c2noc(CNC(=O)c3ccc(Br)o3)n2)cc1
  -2.1% | -7.7%
> Cc1cc(C)cc(C(=O)N(Cc2nc(-c3ccc(Cl)cc3)no2)C(C)C)c1
  -0.4% | 3.9%
> COc1ccc(C)cc1NS(=O)(=O)c1c(C(=O)N2CCCCCC2)c(C)n(C)c1C
  -1.2% | 6.5%

Given field by field: part of the list above.
> CCc1ccc(S(=O)(=O)c2nnn3c2nc(N2CCC(C(N)=O)CC2)c2cc(Cl)ccc23)cc1
  UDG counter: -14.4%; AID inh: 25.1µM*

> CC(C)(C)c1cc2cc(C#N)ccc2[nH]1
  UDG counter: 2.7%; AID inh: -3.0%

> Cc1cccc(Nc2nc(Nc3cccc(C)c3)nc(N3CCOCC3)n2)c1
  UDG counter: -16.3%; AID inh: -27.2%

(further entries)
Every second line gives: UDG counter | AID inh
> Cc1cc2n(CC(O)COc3ccc(-c4ccccc4)cc3)c(=O)c3ccccc3n2n1 (stereo not given)
  -3.7% | 0.6%
> Cc1ccc(-n2c(=O)c3c(cnn3C)n(CC(=O)Nc3cc(C)ccc3C)c2=O)cc1
  -0.1% | 17.2%
> O=C(Nc1ccc(-c2ccccc2)cc1)c1ccc2c(c1)OCO2
  -2.4% | 1.7%
> COc1ccccc1NC(=O)CSC1=Nc2ccccc2C2=NC(CCC(=O)NCc3ccco3)C(=O)N12 (stereo not given)
  -10.6% | -9.8%
> CC(C)c1ccc(OCCCCN2CCCC2)cc1
  -4.8% | -3.9%
> Cc1cc(C2CCCN2Cc2nc(-c3ccccc3)oc2C)on1 (stereo not given)
  4.1% | -2.9%
> CCc1ccc(-n2nnc(-c3nsc(NC(=O)c4ccccc4Cl)n3)c2C)cc1
  -4.1% | -0.9%
> COC(=O)c1ccc(O)c(Br)c1
  0.0% | 3.8%
> CCCC(=O)c1cc2c(cc1NC(=O)c1ccccc1F)OCCO2
  -4.7% | -17.1%
> CC(C)N(C)C1CCN(S(=O)(=O)c2ccc3[nH]c(=O)ccc3c2)CC1
  4.0% | 7.9%
> Cc1ccc(Nc2nc(-c3cccc(N4C(=O)c5ccccc5C4=O)c3)cs2)cc1
  3.8% | 1.5%
> CC(C)(C)C(=O)CSc1nccc(C(F)(F)F)n1
  -13.5% | -11.4%
> O=C(NCC(c1cccnc1)N1CCc2ccccc2C1)C(=O)Nc1ccc(Cl)cc1 (stereo not given)
  -11.8% | 53.7%[activator]
> COc1ccccc1CN1CCC(CNC(=O)c2cnn(-c3cccc(Cl)c3)c2C2CCN(C(=O)OC(C)(C)C)CC2)CC1
  ? | 44.7µM*
> O=C(CCc1ncc(-c2ccc(Cl)cc2)o1)Nc1ccc(F)cc1Cl
  7.1% | 17.2%
> CC(NC(=O)Nc1cc(Cl)ccc1Cl)c1c(-n2cccc2)sc2c1CCCC2 (stereo not given)
  -10.6% | -26.8%
> O=C(NC1CCCC1)c1cc(-c2ccccc2Cl)nc2ccccc12
  -7.5% | 1.9%
> Cc1ccc(CNC(=O)CN2C(=O)CC(c3ccc(C)c(C)c3)=Nc3ccccc32)cc1
  -4.9% | -5.9%
> COCCn1c(C)cc(O)c(C(c2ccccc2)N2CCC(C)CC2)c1=O (stereo not given)
  12.8% | 7.1%
> O=C(CC1CCCC1)N(Cc1ccco1)C1CC1
  -0.3% | -1.0%
> O=[N+]([O-])C(Cl)C(=Nc1ccc(Br)cc1)n1nnc2ccccc21 (stereo not given)
  -6.7% | -9.2%
> O=C(O)c1cc(Cl)cc(Cl)c1
  3.4% | -2.8%
> COc1ccc(C/C(C#N)=C\Nc2cccc(C(F)(F)F)c2)cc1
  -1.9% | 1.4%
> O=C(Cn1ccn(-c2ccc(F)c(F)c2)c(=O)c1=O)c1ccc(F)cc1
  -2.7%[57.5 µM] | 15.9%
> CCc1ccc(-n2nc(C)c3c(C)cc(=O)n(CC(=O)Nc4cc(Cl)ccc4OC)c32)cc1
  21.9% | -1.9%
> COc1ccc(S(=O)(=O)NCC(c2ccco2)N2CCOCC2)cc1OC (stereo not given)
  -18.1% | 15.9%
> CCOC(=O)c1ccc(NC(=O)c2ccc(CN3C(=O)CCn4nc(C)cc43)cc2)cc1
  13.8% | -12.5%
> COCCNc1oc(COc2ccccc2F)nc1C#N
  -6.4% | 1.9%
> CSc1cccc(NC(=O)/C=C/c2ccc(F)cc2)c1
  3.2% | -13.3%
> Cc1ccc(S(=O)(=O)N(CCc2ccccc2)CC(=O)Nc2cc(C)ccc2C)cc1
  -4.7% | 5.0%
> COc1ccc(Nc2nc3cc(Cl)c(Cl)cc3n3cnnc23)cc1Cl
  -0.2% | 49.5%[activator]
> COc1ccc(/C=C/c2nc(C#N)c(NCCc3ccc(OC)c(OC)c3)o2)cc1OC
  -0.1% | 1.6%
> Cc1nc(C23CC4CC(CC(C4)C2)C3)c(C)s1
  10.1% | 8.3%
> O=S(=O)(NCc1ccc(N2CCCC2)nc1)c1ccccc1
  -4.7% | -4.0%
> CCc1ccccc1NC(=O)c1ncoc1-c1ccco1
  5.3% | 19.3%
> Cc1[nH]c2ccccc2c1CCN(Cc1ccncc1)C(=S)NC(C)(C)C
  3.4% | -0.1%
> CSc1ccc(CCNC(=O)C2CCCN(S(=O)(=O)N(C)c3ccc(F)cc3)C2)cc1 (stereo not given)
  6.8% | -15.7%
> CCc1ccc(C(=O)c2cn(CC(=O)Nc3ccc(OC)c(Cl)c3)c3nc(C)ccc3c2=O)cc1
  1.9% | -0.7%
> Cc1ccc(-c2nc(CSc3nnc(NC(C)(C)C)s3)co2)cc1
  -5.4% | -9.5%
> Cc1ccccc1OCC(=O)N(Cc1ccc(N(C)C)cc1)CC1CCCO1 (stereo not given)
  6.4% | 4.9%
> CC(=O)c1ccc(NC(=O)c2c3c(nc4ccccc24)C(=O)N(C2CCCCC2)C3)cc1
  -0.4% | 11.7%
> COc1cccc(CNC(=O)c2cccc(OC)c2)c1
  1.3% | 3.0%
> Cc1ccccc1Nc1c(-c2ccc(Cl)cc2)nc2c(C)cccn12
  -7.1% | 7.4%

Reformatted as labelled records: part of the list above
CCc1ccc(C(=O)c2cn(CC(=O)Nc3ccc(OC)c(Cl)c3)c3nc(C)ccc3c2=O)cc1
  UDG counter = 1.9%
  AID inh = -0.7%
O=S(=O)(NCc1ccc(N2CCCC2)nc1)c1ccccc1
  UDG counter = -4.7%
  AID inh = -4.0%
